From PubChem
KKLEB cytotox = reduces viability of KKLEB cystic fibrosis airway cells; AID 602141; KKLEB CF airway cells viability, ATPlite luminescence, overnight; active compounds read low; cells stimulated with P. aeruginosa culture filtrate; activity change (cytotoxicity), % at 5 µM; 360,000 compounds, 0.36% hits;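 active means corrected activity change at or below -50% at 5 µM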
TROY NFkB inh = blocks TROY-dependent signaling in reporter cells. Q293 LMP1-TROYcd NF-kB luciferase reporter, 4 h. inhibition, % at 10 µM. 360,000 compounds, 0.98% hits;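 active means compounds whose plate-normalised and pattern-corrected inhibition of the luciferase reporter signal at the single screening dose is 50% or more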
EBV LMP1 NFkB = Epstein-Barr LMP1 NF-kappaB reporter inhibition. LMP1-induced NF-kappaB luciferase reporter cells, luminescence. inhibition, % at 12.5 µM. AID 504558. 350,000 compounds, 0.69% hits; in the data active means inhibition above about 41%;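 further: 0% = neutral control wells and 100% = reference inhibitor control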
NCOA2 inhibitor = human SRC2 (NCOA2) inhibition | inhibition, % at 9 µM | HEK293 GAL4-SRC2 luciferase reporter, luminescence | AID 651957 | 370,000 compounds, 0.17% hits;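 active means inhibition above the mean inhibition of all tested compounds plus 3 SD, set per campaign, cut at about 52% in these data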;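 further: 0% = DMSO treated cells and 100% = cells given Gossypol at 36 µM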
CF NFkB inh = blocks PAF-induced NF-kB reporter in cystic fibrosis cells; 360,000 compounds, 0.86% hits; inhibition, % at 5 µM; AID 588850; KKLEB NF-kB-GFP reporter, GFP fluorescence overnight;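 active means at least 50% inhibition at 5 µM, scaled per plate between neutral and stimulator controls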;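 further: PAF is a Pseudomonas aeruginosa culture filtrate used as stimulus; plate controls were PAF-stimulated DMSO wells for no effect and unstimulated DMSO wells for full effect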
COUP-TFII inh = blocks human COUP-TFII nuclear receptor; P24468; HEK293T NGFI-A luciferase reporter, luminescence; inhibition, % at 8.6 µM; 370,000 compounds, 0.7% hits; AID 686940;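 active means inhibition above a per-plate cutoff, mean inhibition of test wells between control levels plus 3 SD, cut at about 38% in these data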;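 further: cells cotransfected with COUP-TFII expression vector driving the NGFI-A reporter; 0% = median of COUP-TF2 test wells and 100% = reporter-only cells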
TWEAK-Fn14 inh = inhibitors of TWEAK-Fn14 interaction signaling. TWEAK-stimulated Fn14 reporter cells, luciferase luminescence, 8 h. inhibition, % at 10 µM. 360,000 compounds, 2% hits; in the data active means inhibition above about 50%
LRH-1 inv ag = inverse agonists of human LRH-1 (NR5A2) | 360,000 compounds, 0.13% hits | HEK293T StAR-luciferase reporter, LRH-1 transfected, 24 h | inhibition, % at 3.6 µM | O00482;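 active means inhibition above the mean inhibition of all tested compounds plus 3 SD, cut at about 73% in these data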;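 further: 0% = DMSO wells and 100% = reporter-only cells lacking LRH-1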
NCOA1 inh = human NCOA1 inhibition. Q15788. HEK293 GAL4-SRC1 luciferase reporter, luminescence. inhibition, % at 3.6 µM. 360,000 compounds, 0.12% hits;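 active means inhibition above the campaign mean plus 3 SD, with each screening campaign given its own cutoff, cut at about 60% in these data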;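 further: 0% = DMSO treated cells and 100% = gossypol at 36 µM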
NCOA3 inh = human NCOA3 inhibition; inhibition, % at 3.6 µM; 360,000 compounds, 0.17% hits; HEK293 GAL4-SRC3 luciferase reporter, luminescence;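 active means inhibition above a per-campaign cutoff, the mean of all compounds plus 3 SD, cut at about 60% in these data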;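 further: 0% = DMSO-treated cells and 100% = gossypol-treated cells at 36 µM; higher means less SRC3-driven luciferase light from the GAL4 reporter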
C8 TRAIL sens = sensitizes caspase-8 expressing cells to TRAIL; 360,000 compounds, 1% hits; inhibition (viability loss, TRAIL sensitization), % at 10 µM; NB7+C8 cells + TRAIL, ATPlite viability luminescence;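 active means compounds causing at least 50% loss of cell viability in the single-dose screen, relative to plate controls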
An asterisk follows results filed as active; nt = not tested or not shown.

SMILES	KKLEB cytotox	TROY NFkB inh	EBV LMP1 NFkB	NCOA2 inhibitor	CF NFkB inh	COUP-TFII inh	TWEAK-Fn14 inh	LRH-1 inv ag	NCOA1 inh	NCOA3 inh	C8 TRAIL sens
CN=C(Nc1cccc(OC)c1)SC1CC(=O)N(c2ccc(C(=O)O)cc2)C1=O (stereo not drawn)	-7.1	15.9	-1.6	-9.3	1.3	36.0	-1.1	7.2	-25.7	-5.8	-16.4
COC(=O)C1C(O)C(C)C(O)C(C)(O)/C=C\C=C(/C)C(=O)Nc2c(C)c(OC(C)=O)c3c(c2O)C(=O)C(C)=C2OCOC(=C23)/C(C)=C/C(C)(O)C(O)C(C)C1O (stereo not drawn)	6.0	-6.1	-4.2	17.0	-31.3	-4.3	-2.1	-7.7	16.0	-0.9	-1.4
COc1ccccc1NC(=S)N(Cc1ccco1)Cc1cc2cc(C)cc(C)c2[nH]c1=O	4.1	-16.0	27.3	-12.6	-15.4	-13.2	1.9	35.8	9.2	14.9	8.7
Cc1cc(C)cc(OCC(=O)Nc2ccc(F)cc2)c1	9.0	-29.9	-0.1	-9.5	-9.2	-18.9	-8.3	-29.2	-12.7	13.9	-21.1
COC(=O)c1cn(NC(=O)Cn2nc([N+](=O)[O-])c(Br)c2C)c(=O)c2ccccc12	11.8	-1.9	7.8	15.4	-13.5	-0.7	-11.7	-3.0	4.1	13.4	-3.3
COc1cccc(/C=C/C(=O)OCC(=O)NCC2CCCCC2)c1OC	6.0	-8.8	-0.3	-8.3	-1.5	-7.1	-18.6	-21.0	6.4	-24.1	-4.3
Cc1cc(C(C)(C)C)ccc1OC(=O)C1=CC=CN2CCS(=O)(=O)N=C12	-3.4	-4.3	-9.0	-20.4	9.2	3.4	2.5	0.1	-6.7	5.2	7.9
CCCn1c(=O)c(C(=O)NCc2ccccn2)c(O)c2ccccc21	-1.1	19.2	-2.8	-1.3	6.2	-1.6	-5.7	-3.5	4.5	-2.5	34.4
CN1C(=S)N(c2ccccc2)C(=O)/C1=C/c1ccco1	8.4	10.3	5.8	-14.0	-2.9	-14.2	20.8	9.9	-2.8	1.7	-10.2
Cc1ccc(-c2cc(C(F)(F)F)nn2-c2ccc(S(N)(=O)=O)cc2)cc1	-16.0	11.1	1.9	-8.4	12.2	-7.2	24.3	22.2	-6.8	5.7	3.8
CC(NC(=O)COC(=O)CNC(=O)c1ccccc1Cl)C1CC2CCC1C2 (stereo not drawn)	-4.7	8.4	8.3	-10.9	17.2	-3.6	-5.6	6.7	-14.0	-26.0	4.6
COC1OC2COC(c3ccccc3)OC2C2OC(c3ccccc3)OC12 (stereo not drawn)	3.0	11.0	-4.1	-6.8	-0.3	-2.4	-5.8	-0.7	0.4	-16.8	-3.1
O=C(Oc1oc(-c2ccco2)nc1C=Nc1ccc(Cl)cc1)c1ccco1	-5.4	-17.3	-9.5	-17.3	3.2	-31.1	-14.8	-70.0	-19.6	-52.4	-15.0
C/C(=N/NC(=O)CNC(=O)c1ccccn1)c1cccc([N+](=O)[O-])c1	-11.3	-1.3	9.0	-13.9	18.6	13.6	-4.7	-2.4	-31.3	1.7	-5.1
CC1CCCC(NC(=O)Cn2cc(C(F)(F)F)cc(Cl)c2=O)C1C (stereo not drawn)	-13.1	-8.9	-5.8	-14.1	9.8	5.2	1.1	1.1	4.8	1.7	-5.1
N#C/C(=C\c1cn(-c2ccccc2)nc1-c1cc2ccccc2o1)c1nc2ccccc2[nH]1	-32.6	-29.1	-24.4	-36.1	2.8	-19.4	-40.3	-29.0	-10.6	-0.8	1.0
CCOc1ccccc1N1CCN(C(=O)C2c3ccccc3Oc3ccccc32)CC1	-1.8	-8.3	15.8	12.2	3.5	5.5	16.2	-4.2	-22.5	4.7	14.5
O=C(NCc1cccs1)C1CCN(S(=O)(=O)c2ccc(Cl)cc2)CC1	-10.9	6.6	-2.5	-16.3	8.6	15.0	6.8	-14.7	-6.5	16.4	-2.6
O=C(C[n+]1cccc(C(=O)N/N=C/c2cccc([N+](=O)[O-])c2)c1)c1ccccc1	-0.5	-7.5	0.0	-29.7	1.6	8.7	-11.1	3.6	5.5	-21.5	4.4
C[C@@H]1CC[C@@]23COC(=O)C2=CCC[C@@H]3[C@@]1(C)CC/C(=C/CO)CO	-12.2	-1.5	2.1	-17.1	18.9	-7.6	4.3	2.0	-34.4	9.9	-0.9
COC(=O)c1cc(S(=O)(=O)Nc2ccsc2C(=O)OC)oc1C	1.3	-10.8	0.1	11.0	-17.0	6.9	10.7	-4.0	-6.0	11.3	-15.6
C=CCNC(=S)NN=C1CCCCCCC1	2.6	-1.7	-6.0	26.1	-2.6	-2.6	-20.2	-10.2	-2.9	12.9	-3.5
N#Cc1c(-c2ccc(C(F)(F)F)cc2)cc(-c2ccccc2)[nH]c1=S	7.8	2.5	-8.7	0.2	0.3	-10.8	5.4	6.4	12.1	9.9	-2.2
Cc1cc(C(=O)NCc2cccs2)ccc1[N+](=O)[O-]	-5.5	-30.2	-1.0	-17.6	-5.0	-11.5	5.0	-14.5	-8.8	-7.8	-3.6
CCCOc1ccc(-c2c(C(=O)N/N=C(\C)c3ccco3)nnn2-c2nonc2N)cc1	0.3	0.5	-11.7	-4.3	-3.1	0.3	-22.9	-9.6	6.2	-25.7	-6.4
CC(C)(O)C#Cc1ccc(C(=O)N2CCC(C(N)=O)(N3CCCCC3)CC2)cc1	6.2	7.7	-0.2	-5.0	6.4	9.0	1.1	8.7	-8.2	8.6	-8.3
CCN(CC)c1ccc(N=C2C=CC(=O)C=C2NC(C)=O)cc1	-0.2	-3.0	nt	-84.2	-7.7	-14.6	-8.2	-51.6	-134.0	-129.6	16.5
Cc1cc(F)ccc1NC(=S)NC1CCCC1	15.1	-20.5	3.6	1.0	-9.1	14.0	3.8	-4.2	-12.8	-2.0	4.2
CCCS(=O)(=O)NC(=O)C1(C)CCN(C(=O)c2cc(OC)c(OC)c(OC)c2)C1 (stereo not drawn)	18.3	-13.1	nt	-7.2	-51.4	-11.3	-10.5	-10.7	5.5	1.2	-4.2
O=C(CSc1ccccn1)Nc1ccc2c(c1)OCO2	10.5	-37.8	nt	-11.8	-17.0	-2.0	-29.1	24.8	-12.2	-42.9	-9.3
O=C(CC1C(=O)NCCN1Cc1ccc(-c2ccccc2)cc1)NCC1CCOCC1 (stereo not drawn)	11.2	-44.3	-11.0	-52.0	-0.7	6.8	-1.9	9.3	-16.0	2.8	-4.1
CCOc1ncccc1C(=O)Nc1ccc(F)cc1	1.5	-5.6	-0.3	7.3	3.3	-0.3	3.6	-8.0	-52.7	-0.8	-7.9
CCOC(=O)c1ccc(NCC(O)COc2ccccc2)cc1 (stereo not drawn)	2.1	3.0	-2.3	-29.8	12.4	-2.5	-6.6	-6.0	-10.4	-7.0	8.1
COc1ccc(CNC(=S)Nc2ccccc2C)cc1	-0.4	1.7	-2.4	-6.1	-2.1	-10.6	-2.7	-0.8	-6.4	-2.0	12.1
CCOC(=O)c1cnn(CCOC(=O)c2ccccc2F)c1NC(=O)c1ccccc1F	1.5	-12.7	-1.7	12.5	-0.3	-13.6	-10.6	3.5	2.8	18.8	-4.4
CC(C)COC(=O)N(C)C[C@H]1OCc2cn(nn2)CCCC(=O)N([C@H](C)CO)C[C@@H]1C	-3.2	-21.6	0.1	5.1	21.1	7.8	9.2	19.2	3.3	-30.0	-6.8
CCOC(=O)CCCCCN(Cc1ccccc1)S(=O)(=O)c1ccc([N+](=O)[O-])cc1	-4.5	10.5	-1.0	-3.0	3.3	-6.0	2.9	1.2	8.3	2.5	4.7
COc1ccc(/C=C/C(=O)Nc2ccc(S(=O)(=O)Nc3onc(C)c3C)cc2)cc1OC	-12.1	10.8	-14.2	19.3	3.3	8.9	9.7	17.3	-16.5	3.4	-2.8
COC(=O)c1c(NC(=O)COC(=O)CCNS(=O)(=O)c2ccc(NC(C)=O)cc2)sc(C)c1C	1.9	4.8	-3.3	-17.2	-13.9	-3.7	2.1	-2.6	11.2	-1.7	8.3
COCCNC(=O)c1ccc(N2CC3CC(C2)c2cccc(=O)n2C3)c(NC(=O)c2cc(OC)cc(OC)c2)c1 (stereo not drawn)	-1.4	4.5	-2.3	-17.2	0.4	-7.7	-13.8	15.4	-3.9	-16.5	-10.9

2 compounds from above with just KKLEB cytotox, TROY NFkB inh and TWEAK-Fn14 inh.
molecule	KKLEB cytotox	TROY NFkB inh	TWEAK-Fn14 inh
COC(=O)c1c(NC(=O)COC(=O)CCNS(=O)(=O)c2ccc(NC(C)=O)cc2)sc(C)c1C	1.9	4.8	2.1
COCCNC(=O)c1ccc(N2CC3CC(C2)c2cccc(=O)n2C3)c(NC(=O)c2cc(OC)cc(OC)c2)c1 (stereo not drawn)	-1.4	4.5	-13.8

Other structures.
SMILES	KKLEB cytotox	TROY NFkB inh	EBV LMP1 NFkB	NCOA2 inhibitor	CF NFkB inh	COUP-TFII inh	TWEAK-Fn14 inh	LRH-1 inv ag	NCOA1 inh	NCOA3 inh	C8 TRAIL sens
CCN(CC)Cc1cc(C(=O)O)c(C)o1	-2.1	-2.6	-2.8	-4.7	10.0	-18.9	5.2	-2.1	-0.6	-1.3	-10.2
COC(=O)c1c(C)cccc1C1CN=NC12Cc1ccccc1C2=O (stereo not drawn)	-2.0	6.2	-2.7	2.6	27.1	8.9	46.0	-21.6	-11.3	-23.9	6.1
Oc1ccc(C=NN=Cc2ccco2)c(O)c1	-10.7	-67.7	-5.0	-1.2	-1.7	-30.8	-32.6	-125.5	-69.0	-104.7	0.6
OC(c1cccc(Cl)c1)c1nc(-c2ccc(F)c(Cl)c2)cs1 (stereo not drawn)	-0.1	3.4	nt	-3.1	-3.9	1.6	-1.4	-4.1	-0.1	-0.4	5.7
CC(=O)c1ccc(Nc2cc(C)nc3nc(C)nn23)cc1	18.2	-10.5	6.1	-30.0	-28.0	7.1	-1.7	16.0	-0.7	7.4	6.8
CCN1C(=O)[C@H]2[C@@H](c3ccc(C)cc3)N3C(=O)N(c4ccc(C(F)(F)F)cc4)C(=O)[C@@]3(CC(C)C)[C@H]2C1=O	-16.2	8.9	-18.8	-13.8	2.9	6.5	9.7	20.9	-2.8	-2.1	10.3
Cc1nc(Cc2ccccc2)sc1CC#N	5.4	-11.2	-4.1	3.0	3.6	-3.6	11.7	-3.5	-5.1	4.5	-21.1
COc1cccc(NC(=O)N2CCOCC2)c1	9.7	-13.0	-6.7	-2.9	-6.3	-8.2	11.4	7.3	-10.9	16.2	-16.0
O=C(OCC(=O)N1CCCC1=O)c1nc(Cl)ccc1Cl	6.4	-9.2	-2.5	-8.3	2.4	7.1	-0.6	-3.6	-5.6	10.5	2.5
Cc1cccc(CN2[C@@H](CC(C)C)COCCS2(=O)=O)c1	-7.5	-9.4	-1.0	5.4	-1.9	10.7	4.7	-1.6	0.9	0.2	0.6
CCN(CC)CCCNc1nc(N)c([N+](=O)[O-])c(N2CCCCCC2)n1	-3.0	-7.6	-10.3	-14.8	4.1	-0.4	26.9	-20.9	-0.7	-14.9	-14.5
O=C(COC(=O)c1ccc(O)cc1)Nc1cccc(S(=O)(=O)N2CCCCC2)c1	2.8	29.3	-3.0	5.1	-13.7	20.0	17.4	9.0	-3.7	-4.1	4.0
